Tat transport: E. coli Tat export inhibitors, primary screen, MC4100, TorA-mCherry reporter, fluorescence, single point | inhibition, % at 10 µM | hit rate 0.036% among 340,000;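 active = mean replicate inhibition at least 50% and at least half of replicates individually reaching 50%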;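 also: exported cargo escapes ClpAP degradation while cytoplasmic cargo is degraded and loses fluorescence; 0% = median of neutral control wells and 100% = median of NaSCN control wells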
Wnt bcat act: Wnt/beta-catenin pathway activators, primary screen, cell-based, plate reader, single point; Wnt/beta-catenin reporter cell assay, activator; activation, % at 9.35 µM; hit rate 1.2% among 300,000; in the data active = activation above about 30%, passing the limit was not always enough;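 also: 0% = neutral control wells and 100% = positive control wells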
PfHsp90 set2: growth inhibition of PfHsp90-expressing yeast, primary screen, antimalarial PfHsp90 inhibitor project, S. cerevisiae, BacTiter-Glo luminescence, single point, set 2 | BacTiter-Glo ATP, 48 h; yeast lacking PDR1 and PDR3 efflux regulators | AID 504621, 2011 | hit rate 0.32% among 310,000 | inhibition, % at 9.4 µM;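 active = every replicate shows inhibition above about 80%, whatever the replicate mean, limit read from the data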;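 also: 0% = DMSO neutral controls and 100% = 20 µM radicicol positive controls; yeast relying on Plasmodium falciparum Hsp90 in place of its own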
PvdQ acylase: P. aeruginosa PvdQ acylase inhibitors, primary screen, biochemical, fluorescence, plate reader and imaging, single point | PvdQ acylase [Pseudomonas aeruginosa LESB58] | purified PvdQ acylase | inhibition, % at 10 µM | hit rate 0.063% among 340,000 | AID 488965, 2010; in the data active = inhibition above about 30%, passing the limit was not always enough;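 also: 0% = vehicle neutral wells and 100% = reference inhibitor wells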
Ecoli viability: E. coli V3065 growth inhibition, primary screen, counter-screen for AddAB inhibitor project, absorbance, OD600; 18 h; inhibition, % at 11.9 µM; hit rate 0.27% among 330,000; AID 449728, 2010;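 active = inhibition above the campaign's mean inhibition across all tested compounds plus 3 SD, cut at about 9.9% in these data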;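 also: uninfected addAB+ strain grown without phage in ampicillin broth; 0% = DMSO wells and 100% = ciprofloxacin 0.95 µg/ml wells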
phage Ecoli inh: growth loss of phage-infected E. coli, primary screen, RecBCD inhibitor project, absorbance, with phage, HTS. inhibition, % at 11.9 µM. hit rate 0.26% among 360,000. AID 651602, 2012; in the data active = inhibition above about 11%
CAL PDZ inh: CAL PDZ peptide-binding inhibitors, primary screen, biochemical, fluorescence polarization, Cer-tagged CAL PDZ, HTS; Golgi-associated PDZ and coiled-coil motif-containing protein (Homo sapiens), Q9HD26; AID 504414, 2011; purified CAL PDZ, TMR-peptide fluorescence polarization, 1 h; hit rate 0.02% among 330,000; inhibition, % at 20 µM;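 active = highest replicate inhibition of at least 40%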;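 also: plate controls were DMSO neutral control wells for no effect and unlabeled competitor peptide control wells for full effect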
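Test system: purified CerCALP PDZ construct; Compound dosing: one concentration, 20 µM compound; Also added: TMR-labelled reporter peptide T*-PRC34 bound in PDZ groove; Read-out: inhibition from polarization loss; Controls: unlabelled peptide and DMSO controls; Signal: FP readout, S and P plane fluorescence; Incubation: 1 h at RT.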
DAGLB inhibitor: DAGLB lipase inhibitors, primary screen, biochemical, fluorescence, HTS. Diacylglycerol lipase-beta (Homo sapiens), Q8NCG7. AID 504411, 2011. HEK293T DAGLB membrane lysate, EnzChek fluorogenic substrate. inhibition, % at 5.17 µM. hit rate 0.059% among 340,000; in the data active = inhibition above about 34%;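 also: 0% = enzyme with vehicle and 100% = wells lacking enzyme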
Target sequence (Q8NCG7 whole entry, looked up): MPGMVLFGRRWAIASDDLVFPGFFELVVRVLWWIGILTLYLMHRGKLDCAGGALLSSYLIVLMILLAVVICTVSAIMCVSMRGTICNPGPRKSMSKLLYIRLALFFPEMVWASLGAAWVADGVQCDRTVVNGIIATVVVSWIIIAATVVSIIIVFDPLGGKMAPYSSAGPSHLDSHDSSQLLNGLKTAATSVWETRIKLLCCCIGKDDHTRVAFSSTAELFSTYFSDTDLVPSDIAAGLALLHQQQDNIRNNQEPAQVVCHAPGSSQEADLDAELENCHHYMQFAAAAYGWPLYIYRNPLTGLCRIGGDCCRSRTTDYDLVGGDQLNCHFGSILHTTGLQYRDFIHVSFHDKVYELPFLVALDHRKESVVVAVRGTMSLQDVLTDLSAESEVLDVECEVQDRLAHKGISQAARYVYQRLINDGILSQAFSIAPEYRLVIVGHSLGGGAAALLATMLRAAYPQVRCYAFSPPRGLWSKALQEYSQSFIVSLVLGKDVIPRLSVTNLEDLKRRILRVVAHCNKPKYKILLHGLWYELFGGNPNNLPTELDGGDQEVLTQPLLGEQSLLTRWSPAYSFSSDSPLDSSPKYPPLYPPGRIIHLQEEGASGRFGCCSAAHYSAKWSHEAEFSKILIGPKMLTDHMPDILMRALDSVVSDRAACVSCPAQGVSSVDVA
Rtt109 HAT inh: inhibitors of C. albicans Rtt109/Vps75 HAT, primary screen, biochemical, ThioGlo CoA-SH fluorescence, plate reader | hit rate 0.16% among 330,000 | Histone acetyltransferase RTT109 (Candida albicans (strain SC5314 / ATCC MYA-2876)), … | inhibition, % at 34.9 µM | purified Rtt109/Vps75, 4 h;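 active = inhibition of at least 50% in every replicate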
Target sequence (Q5AAJ8 whole entry, looked up): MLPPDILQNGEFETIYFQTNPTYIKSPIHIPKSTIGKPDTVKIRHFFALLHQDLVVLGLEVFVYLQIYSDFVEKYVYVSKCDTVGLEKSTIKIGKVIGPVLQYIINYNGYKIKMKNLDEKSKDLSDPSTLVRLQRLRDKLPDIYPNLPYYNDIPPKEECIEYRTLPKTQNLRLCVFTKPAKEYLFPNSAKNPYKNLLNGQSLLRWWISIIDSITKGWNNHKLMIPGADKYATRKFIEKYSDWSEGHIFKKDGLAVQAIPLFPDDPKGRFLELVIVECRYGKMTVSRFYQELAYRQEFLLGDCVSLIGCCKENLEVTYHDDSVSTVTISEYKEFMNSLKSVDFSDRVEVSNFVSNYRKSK
AddAB inh: growth inhibition of E. coli expressing H. pylori AddAB, primary screen, AddAB inhibitor project, absorbance; AID 435030, 2010; hit rate 0.29% among 330,000; inhibition, % at 11.9 µM; in the data active = inhibition above about 12%;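 also: 0% = vehicle wells of infected cells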
An asterisk follows results filed as active; / = not tested or not shown; & = joins results of further samples.

SMILES	Tat transport	Wnt bcat act	PfHsp90 set2	PvdQ acylase	Ecoli viability	phage Ecoli inh	CAL PDZ inh	DAGLB inhibitor	Rtt109 HAT inh	AddAB inh
Cc1nn(-c2ccccc2)c(N2CCCC2)c1/C=N/NC(=S)Nc1ccccc1F	-19	5	-12	-12	2.3	1.7	1.2	-8	5	-0.5
CCOc1ccccc1NC(=O)c1cccc2ccccc12	3	0	-20	5	0.4	2.2	-0.6	-4	0	-0.8
CCOc1cc2c3c(c1)C1(C(=O)N3C(C)(C)CC2C)C(C#N)=C(N)N2C(=C1C#N)Nc1ccccc12 (stereo unspecified)	9	/	0	-7	-2.4	5.1	-0.6	4	7	2.2
CC1=CC(C)C(CN(CCC[N+](C)(C)C)C(=O)Nc2ccccc2)C(C)C1 (stereo unspecified)	-15	2	-5	-16	1.5	1.8	-0.4	-1	-11	0.9
CCCCNC(=NCc1cccc(C(F)(F)F)c1)Nc1ccccc1	3	1	-30	-7	-1.9	5.7	-0.7	2	-11	-0.4
Cn1ccnc1C(O)c1cccc(OCc2ccccc2)c1 (stereo unspecified)	-14	0	-4	-15	0.5	-1.0	-0.8	0	-2	1.1
O=C(O)c1ccc(Cl)c(NCc2ccncc2)c1	3	10	4	-9	/	-1.6	-0.1	-1	-2	/
O=C(COC(=O)CSc1ccc(F)cc1)NCCCc1ccccc1	5	-1	-9	-8	-1.5	-0.4	-1.7	-1	3	0.4
CCOc1cccc(CN(C)CC2CCCN(CCc3ccc(Cl)cc3)C2)c1O (stereo unspecified)	-1	-4	8	3	-0.7	2.2	-1.3	1	7	1.6
Oc1ccc(CNC2CCCCC2)cc1	-11	0	3	7	1.2	1.8	0.5	-5	7	4.3
CCOc1cc(N2CCOCC2)c(OCC)cc1NC(=O)c1cc(S(=O)(=O)N2CCOCC2)ccc1F	4	-4	-13	1	1.3	4.5	0.0	-1	-6	1.2
COc1ccc(-c2nc3ccccc3c(=O)n2CCCn2ccnc2)cc1	5	3	/	2	0.1	0.2	0.2	-1	-5	2.6
O=[N+]([O-])/C=C/c1cn(Cc2ccc(F)cc2)c2ccccc12	-2	/	/	5	1.9	0.9	-1.5	2	6	0.4
CC(C)n1c(NCc2cc(Cl)ccc2O)nc2ccccc21	-1	1	-19	-6	1.8	2.7	-0.8	-5	4	2.6
Cn1c(/C=C/N2CCOCC2)c(C(=O)c2ccc(Br)cc2)c(=O)n(C)c1=O	6	/	1	6	1.8	4.8	-9.2	1	18	2.1
CCC(C)[C@H](NC(=O)[C@@H]1Cc2ccccc2CN1)C(=O)NCc1ccc(OC)cc1 (stereo partly specified)	-3	-1	-7	-1	-0.2	0.4	0.3	-4	-1	0.2
COCc1cc([C@@H]2C[C@H]3CN(c4ccccc4)C(=O)[C@]34CCCN24)ccc1OC	5	-4	7	6	1.8	3.1	-2.4	2	7	1.8
C=CCn1c(SCC(=O)N2CCCC2=O)nc2sc(CC)cc2c1=O	0	-4	0	-1	-0.3	1.3	-1.6	0	10	1.3
Cc1ccc(N2C(=O)CSC2c2cccnc2)cc1F (stereo unspecified)	6	/	-14	-16	-0.1	2.9	-0.4	0	2	-1.7
COCCn1c(SCC(=O)c2c(N)n(C3CC3)c(=O)[nH]c2=O)nnc1-c1cccc(C)c1	-1	-1	-1	-6	-0.7	1.1	-1.2	1	17	1.6
O=C1CSC(=S)N1/N=C/C=C/c1ccccc1	-5	9	1	5	2.3	3.5	-0.8	3	0	1.3
C=CCn1c(C(CCCC)CC(O)COCC(C)C)n[nH]c1=S (stereo unspecified)	3	-2	5	1	-1.6	4.0	-1.5	-1	/	3.8
O=S(=O)(CCc1ccccc1)CS(=O)(=O)CCc1ccccc1	-1	-7	12	-12	/	-0.2	-0.9	-4	-5	/
CCOc1ccc(Cl)cc1S(=O)(=O)n1nnc2ccccc21	3	-1	-6	-14	0.6	1.7	-1.9	0	11	4.3
CC(C)(C)c1cc(C(F)(F)F)c(C#N)c(=O)[nH]1	4	-4	19	-7	0.6	-1.1	-3.9	-1	-7	-0.3
(listing goes on)
SMILES	Tat transport	Wnt bcat act	PfHsp90 set2	PvdQ acylase	Ecoli viability	phage Ecoli inh	CAL PDZ inh	DAGLB inhibitor	Rtt109 HAT inh	AddAB inh
Cc1ccccc1Nc1nnc(SCC(=O)NCC2CCCO2)s1 (stereo unspecified)	7	-5	-10	-3	-0.7	1.3	-0.6	-1	2	-1.8
COc1cc(CN2CCN(c3ccccc3F)CC2)cc(OC)c1O	3	/	13	-1	-1.1	1.4	-2.2	-1	15	0.0
COc1ccc2c3n([n+]([O-])c2c1)CCN=C3c1cc(Cl)c(N)c(Cl)c1	1	4	-2	2	0.5	1.8	-3.9	-2	18	1.8
CCc1cc(=O)oc2cc(OCC(=O)NCCN3CCOCC3)c(Cl)cc12	21	0	-64	-18	0.5	-0.4	0.0	3	2	2.3
CCOc1ccc(N(CC(=O)NCc2ccc3c(c2)OCO3)C(=O)c2csnn2)cc1	-4	-1	-29	-15	-1.1	0.6	-1.5	-1	-5	0.0
CCn1cc(C(=O)NCC2CCCO2)c(=O)c2cc(S(=O)(=O)N3CCCCC3)ccc21 (stereo unspecified)	2	-2	-5	0	-2.1	1.9	-0.2	0	-8	2.0
C/C(=C\C(=O)OCC(=O)NCc1ccccc1)C(=O)OCC(=O)NCc1ccccc1	2	/	15	-21	-0.2	1.5	1.8	0	-1	2.5
Cc1c2cnn(CC(=O)Nc3c(F)c(F)cc(F)c3F)c(=O)c2c(C)n1Cc1ccccc1F	4	-1	-20	-9	-3.0	3.1	-1.0	12	2	-1.4
Cc1nnc(SCC(=O)NCC(=O)Nc2ccc(F)c(F)c2F)n1N	0	-6	-1	-15	-0.5	2.9	-0.8	-3	-5	0.8
Oc1ccc(N=Nc2ccccc2)cc1	-17	34*	-32	6	2.2	2.1	-0.5	9	1	-0.4
CC1(C)CC(CCNC(=O)CCl)(c2ccccc2)CCO1 (stereo unspecified)	-4	0	-12	-16	-0.2	0.0	-2.0	-4	-6	3.7
CN(CC(=O)Nc1c(Cl)cccc1Cl)C(=O)c1cccc(-n2cccc2)c1	8	1	/	-16	-1.9	0.7	-2.9	-1	3	-2.6
CCCCOc1c(Cl)cc(C(=O)N(C)CC(=O)Nc2ccc(N3CCOCC3)cc2)cc1OCC	-3	1	2	-2	1.4	0.0	-2.3	-2	-11	0.3
C/C(NCCN1CCOCC1)=C(\C#N)C(N)=O	-3	/	10	-4	2.2	3.3	-0.5	-2	-8	1.7
c1cc2ccc3ccc(CN4CCOCC4)c4ccc(c1)c2c34	4	5	1	-2	-0.6	1.9	0.3	-9	3	-0.9
COc1ccc(NC(=O)c2ccc(=O)[nH]c2)cc1S(=O)(=O)N1CCOCC1	1	-1	/	3	/	-0.1	-2.6	1	-7	/
CCOC(=O)C1(CCCc2ccccc2)CCN(C(=O)CCn2cncn2)CC1	-10	0	-24	1	-0.7	1.1	-0.4	2	3	1.4
COc1ccc(C(CC(=O)Nc2ccccn2)N2Cc3ccccc3C2=O)cc1 (stereo unspecified)	-2	11	-4	-18	-2.1	2.0	-1.5	5	6	0.8
FC(F)(F)Oc1ccccc1-c1nnc(-c2cccc(C(F)(F)F)c2)o1	5	0	5	-23	-2.3	3.6	-0.4	-15	4	-1.9
Fc1ccc2[nH]c3c(Cl)ncnc3c2c1	-3	-2	10	-5	2.5	5.3	-1.4	-1	-7	5.9
CCC1CCCCN1CCCNC(=O)C1CCCN(c2ncnc3c2nc2n3CCCCC2)C1 (stereo unspecified)	2	-1	-16	-14	-1.3	0.6	-2.0	0	-4	0.5
c1cc2cc(-c3c(-c4ccc5c(c4)OCO5)noc3-c3ccsc3)ccc2[nH]1	-5	33*	3	-15	2.7	2.2	-1.3	-6	-1	2.3
COC(=O)c1ccc(/C=N/NC(=S)NC(C)C)cc1	2	-2	1	4	1.0	-2.1	1.1	-2	-8	0.2
COc1cc(CC(=O)NCCc2ccc(S(N)(=O)=O)cc2)cc(OC)c1OC	-7	-2&-2	/	-10	0.7	1.7	-2.9	1	-5	1.7
Cc1ccc(C(=O)NNC(=O)OC(C)(C)C)c(Cl)c1	-5	/	3	-10	2.4	0.0	-1.6	4	-13	0.2
The list goes on:
SMILES	Tat transport	Wnt bcat act	PfHsp90 set2	PvdQ acylase	Ecoli viability	phage Ecoli inh	CAL PDZ inh	DAGLB inhibitor	Rtt109 HAT inh	AddAB inh
COc1ccccc1C(=O)Nc1ccc(NC(=O)C2CCCCC2)nc1	-2	1	-8	-21	2.1	1.7	-1.9	-3	-2	4.0
CC(=O)Nc1ccc(SCC(=O)Nc2cc(C)on2)cc1	2	1	-12	-18	-1.9	-0.5	-5.9	2	0	-0.6
Cc1cnc([N+](=O)[O-])n1CCOC(=O)c1cccc(F)c1	0	3	-12	11	-0.2	1.4	-1.9	-2	1	1.1
COc1ccc(Cl)cc1N1C(=O)C2CCCN2C1c1sccc1C (stereo unspecified)	12	-1	/	-4	2.2	3.8	-0.7	-2	-4	3.1
Cc1cc(=O)n2nc(N3CCC(C(=O)NCc4cccnc4)CC3)sc2n1	0	/	-6	-11	0.5	3.1	0.6	1	-3	2.0
N#CCCn1nc(-c2ccccc2)cc1Nc1ccccc1NC(=O)c1cccs1	11	-5	-107	-5	-0.6	1.1	-4.1	0	0	1.7
COc1ccc(C(=O)CC(Nc2ccc([N+](=O)[O-])cc2)c2ccc(OC)cc2)cc1 (stereo unspecified)	6	0	1	2	-0.1	1.7	-2.5	1	0	1.2
COc1ccc(S(=O)(=O)NCc2ccccc2)cc1	5	/	/	-15	-2.8	2.4	-1.0	0	-39	-0.5
COc1ccccc1N(CC(=O)NCCSCc1cccc(C)c1)S(=O)(=O)c1ccccc1	13	-3	-29	-12	1.1	1.5	-2.8	-5	-1	-0.9
Cc1cc(C)nc(SCC(=O)NN=Cc2ccc(C)o2)n1	2	-2	-15	1	-0.6	2.2	-0.8	0	-9	0.7
O=C(NC(Cc1ccccc1)C(=O)O)/C(=C/c1ccco1)NC(=O)c1cccc(Br)c1 (stereo unspecified)	0	/	-10	-1	-1.6	3.6	-0.4	2	-2	1.2
COc1cc(/C=C/C(=O)N2CCN(c3ccccn3)CC2)cc(OC)c1OC	1	3	-2	0	1.3	2.0	-1.3	-2	-2	1.1
COc1ccccc1NS(=O)(=O)c1cccc(C(=O)N/N=C(\C)c2cccnc2)c1	-7	-6	0	1	1.4	0.1	-1.0	-3	3	2.4
CCOC(=O)c1c(CNc2ccncc2)n(C)c2cc(Br)c(O)cc12	-19	0	-4	0	1.4	3.3	-1.3	0	/	3.6

Copied from the list.
COc1ccccc1C(=O)Nc1ccc(NC(=O)C2CCCCC2)nc1 – phage Ecoli inh = 1.7
CCOC(=O)c1c(CNc2ccncc2)n(C)c2cc(Br)c(O)cc12 – Wnt bcat act = 0
COc1cc(/C=C/C(=O)N2CCN(c3ccccn3)CC2)cc(OC)c1OC – Rtt109 HAT inh = -2

Screens (PubChem BioAssay)
